Compound activity (PubChem BioAssay)
Cdc42 wt GTP: modulators (inhibitors or activators) of GTP binding to human Cdc42 wildtype; 190,000 tested, 0.2% active; P60953; percent activity (GTP binding), % at 10 µM; GST-Cdc42 beads, Bodipy-GTP binding, flow cytometry; actives lie on both sides;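 active = percent activity GTP binding at least 20 points away from the 100% baseline, either down as inhibitor or up as activator; inconclusive = compound flagged as likely green fluorescent from well-wide comparison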;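 also: median bead fluorescence of bound Bodipy-FL-GTP at 100 nM; 0% = excess unlabeled GTP control and 100% = no compound control; below 100% means less GTP binding so inhibitor and above means activator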
Target sequence (P60953 whole entry, looked up): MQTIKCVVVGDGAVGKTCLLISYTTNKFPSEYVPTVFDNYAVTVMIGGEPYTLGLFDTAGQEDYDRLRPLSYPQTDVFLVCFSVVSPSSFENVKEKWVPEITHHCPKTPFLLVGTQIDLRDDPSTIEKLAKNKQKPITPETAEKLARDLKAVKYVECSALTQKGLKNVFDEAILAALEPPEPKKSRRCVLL
GSH fluor: compound fluoresces at 488/530 nm on GSH beads | fluorescence (KMESF) at 10 µM | GSH beads flow cytometry, compound fluorescence 488/530 nm; stronger effect = higher value | 190,000 tested, 0.25% active; in the data active = fluorescence above about 89;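 also: glutathione beads carrying GST-tagged Bcl family fusion proteins plus one bare bead set; values are compound well signal with DMSO vehicle wells as background; inactives centre near 16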
Rac1 wt GTP bind: human Rac1 wildtype GTP binding, inhibitors and activators; P63000; GST-Rac1 beads, fluorescent GTP binding, flow cytometry; actives lie on both sides; 0 = cold GTP competed, 100 = untreated; GTP binding activity (% of control), % at 10 µM; AID 757; 190,000 tested, 0.27% active;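 active = GTP binding activity at least 20 points away from the 100% control level, either lower or higher; inconclusive = compound flagged as likely green fluorescent, judged across all proteins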
Rab7 wt modul: alters GTP binding to wildtype dog Rab7; GST-Rab7 beads, fluorescent GTP binding, flow cytometry; actives lie on both sides; untreated = 100%, excess cold GTP = 0%; GTP binding activity (percent of control), % at 10 µM; 190,000 tested, 0.055% active;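 active = fluorescent GTP binding to Rab7 beads changed by at least 20 points from the 100% baseline, either direction, mostly lower; inconclusive = compound itself probably fluorescent, or too few beads counted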;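 also: median green fluorescence of bound Bodipy-FL-GTP per Rab7 bead population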
ABCB1 inh: blocks JC-1 efflux by human ABCB1 transporter | 190,000 tested, 0.067% active | CCRF-Adr cells, flow cytometry | inhibition, % at 6.6 µM | AID 1326 | P08183; in the data active = inhibition above about 40%;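 also: 0% = vehicle and 100% = reference inhibitor; higher value means more JC-1 retained so stronger ABCB1 efflux block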
Rab2A wt mod: changes GTP binding to wildtype dog Rab2A, up or down. P61105. GST-Rab2 wt beads, Bodipy-GTP binding, flow cytometry. GTP binding activity, % at 10 µM. 190,000 tested, 0.19% active. AID 760;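 active = GTP binding activity at least 20 points away from 100%, either lowered or raised; inconclusive = signal likely due to the compound's own green fluorescence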;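 also: 0% = beads with excess unlabeled GTP and 100% = no-compound control corrected for plate trend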
Avidin bead fluor: compound fluoresces at 488/530 nm on avidin beads; 220,000 tested, 0.38% active; fluorescence (KMESF) at 10 µM; compound fluorescence 488/530 nm, flow cytometry; stronger effect = higher value; AID 1775; in the data active = fluorescence above about 47; also: inactives centre near 10
Rac1 act GTP bind: alters GTP binding to activated mutant human Rac1; P63000; GST-Rac1 activated beads, fluorescent GTP binding, flow cytometry; actives lie on both sides; 100% means binding = to untreated wells; percent activity (GTP binding), % at 10 µM; 190,000 tested, 0.11% active; AID 764;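 active = GTP binding at least 20 percentage points away from the 100% baseline, in either direction, so actives lie on both sides; inconclusive = Compound likely fluorescent itself, or too few beads counted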
HRas wt GTP: modulators of GTP binding to human HRas wildtype; GTP binding activity, % at 10 µM; AID 759; 190,000 tested, 0.14% active; GST-Ras wt beads, Bodipy-FL-GTP binding, flow cytometry; actives lie on both sides; P01112;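 active = GTP binding activity at least 20% away from the 100% baseline, either lowered as inhibitor or raised as activator; inconclusive = flagged as likely green fluorescent, judged across all proteins in the well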;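 also: 0% = unlabeled GTP competition control and 100% = no-compound control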
Target sequence (P01112 whole entry, looked up): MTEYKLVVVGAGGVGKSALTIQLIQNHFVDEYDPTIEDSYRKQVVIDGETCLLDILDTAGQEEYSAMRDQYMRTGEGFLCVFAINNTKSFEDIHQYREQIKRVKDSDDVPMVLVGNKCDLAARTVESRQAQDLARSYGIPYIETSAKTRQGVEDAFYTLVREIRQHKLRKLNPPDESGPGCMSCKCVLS
Pf gametocyte: inhibitors of late stage P. falciparum gametocyte viability | inhibition, % at 10.9 µM | 150,000 tested, 0.065% active | P. falciparum stage V gametocytes, ATP luminescence, 24 h;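 active = inhibition above the mean plus 3 SD of compounds within the control limits, set per campaign, cut at about 38% in these data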;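 also: 0% = DMSO wells and 100% = medium only without gametocytes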
ABCG2 inh: blocks JC-1 efflux by human ABCG2 transporter. Q9UNQ0. IgMXP3 cells, flow cytometry. inhibition, % at 6.6 µM. 190,000 tested, 0.1% active;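 active = inhibition above 80%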;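 also: 0% = DMSO and 100% = nicardipine control wells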
Target sequence (Q9UNQ0 whole entry, looked up): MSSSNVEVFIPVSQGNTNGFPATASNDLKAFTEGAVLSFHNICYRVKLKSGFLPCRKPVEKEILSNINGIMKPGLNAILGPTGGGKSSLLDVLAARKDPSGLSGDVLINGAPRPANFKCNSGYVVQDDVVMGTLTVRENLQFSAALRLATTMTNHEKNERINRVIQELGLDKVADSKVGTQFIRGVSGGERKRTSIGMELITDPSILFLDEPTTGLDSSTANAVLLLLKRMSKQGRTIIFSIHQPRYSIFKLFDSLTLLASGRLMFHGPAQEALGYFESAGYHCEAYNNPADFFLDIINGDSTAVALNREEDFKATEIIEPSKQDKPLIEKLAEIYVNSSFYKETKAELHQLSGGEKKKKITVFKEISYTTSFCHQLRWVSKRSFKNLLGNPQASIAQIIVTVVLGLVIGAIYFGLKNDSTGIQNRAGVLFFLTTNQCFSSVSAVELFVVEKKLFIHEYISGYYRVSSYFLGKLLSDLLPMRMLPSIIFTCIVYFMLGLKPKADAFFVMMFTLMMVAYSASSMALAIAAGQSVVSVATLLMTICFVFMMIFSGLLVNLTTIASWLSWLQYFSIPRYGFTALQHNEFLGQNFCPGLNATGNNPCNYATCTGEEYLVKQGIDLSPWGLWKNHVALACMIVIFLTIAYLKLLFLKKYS
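Test system: IgMXP3 (ABCG2) plus far-red-tagged CCRF-Adr (ABCB1) cells / Amount: 3 million cells/mL in well / Reagent: JC-1 transporter substrate / Timing: 10 min compound exposure, 25 °C / Signal: flow cytometry, 530 nm JC-1 signal / Read-out: percent efflux inhibition, scaled nicardipine 100% to DMSO 0% / Benchmarks: nicardipine as high control, DMSO as low control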
Active calls of the source: *; u = inconclusive; x = not tested or not shown. Not a hit list; any-hit rate near 1.1%.

SMILES	Cdc42 wt GTP	GSH fluor	Rac1 wt GTP bind	Rab7 wt modul	ABCB1 inh	Rab2A wt mod	Avidin bead fluor	Rac1 act GTP bind	HRas wt GTP	Pf gametocyte	ABCG2 inh
Cc1cccc(NC(=O)CSCc2c(C)noc2C)c1C	99	14	104	99	0.5	99	8	99	98	x	6
O=c1[nH]nc(CNc2ccc(O)cc2)c2ccccc12	100	15	105	98	0.1	97	31	101	99	x	0
CCOC(=O)C1CCN(S(=O)(=O)c2cccc(-c3cn4ccccc4n3)c2)CC1	95	30	96	91	0.9	95	4	95	94	x	1
C=CCNC(=O)C12CC3CC(C1)CC(C(=O)NCC=C)(C3)C2	105	30	108	103	0.2	104	23	102	103	-1	-1
S=c1[nH]nc(CN2CCCCC2)n1-c1ccc(Cl)cc1	101	12	100	100	1.1	99	12	97	98	9	3
CCCCCCn1c(=O)[nH]c2nc3cc(N)c(C)cc3nc2c1=O	u	7	u	u	0.0	u	8	u	u	10	3
COc1ccc(-n2cnc3cc([N+](=O)[O-])ccc32)cc1	93	12	94	94	1.2	98	7	93	96	x	4
Cc1ccc(-c2cc(C(=O)N/N=C/c3c[nH]c4ccccc34)[nH]n2)cc1	96	8	100	99	-0.9	96	3	97	97	-41	-13
COc1ccc(N(CC(=O)N2CCC(C)CC2)S(=O)(=O)c2c(C)nn(C)c2C)cc1	100	24	103	102	0.6	99	5	97	99	x	0
O=C(Nc1ccc(S(=O)(=O)N2CCCC2)cc1Cl)C1=COCCO1	97	43	98	98	0.4	96	7	98	98	x	3
COc1ccnc(N=CNOCc2cccc(Cl)c2Cl)c1C#N	102	38	105	99	1.0	101	13	100	101	28	52
COc1ccc(-c2nn(-c3ccccc3)cc2/C=N/NS(=O)(=O)c2ccccc2)cc1	108	9	101	97	0.9	100	28	96	100	11	2

Among those listed so far, 6 contain sulfur.
SMILES	Cdc42 wt GTP	GSH fluor	Rac1 wt GTP bind	Rab7 wt modul	ABCB1 inh	Rab2A wt mod	Avidin bead fluor	Rac1 act GTP bind	HRas wt GTP	Pf gametocyte	ABCG2 inh
Cc1cccc(NC(=O)CSCc2c(C)noc2C)c1C	99	14	104	99	0.5	99	8	99	98	x	6
CCOC(=O)C1CCN(S(=O)(=O)c2cccc(-c3cn4ccccc4n3)c2)CC1	95	30	96	91	0.9	95	4	95	94	x	1
S=c1[nH]nc(CN2CCCCC2)n1-c1ccc(Cl)cc1	101	12	100	100	1.1	99	12	97	98	9	3
COc1ccc(N(CC(=O)N2CCC(C)CC2)S(=O)(=O)c2c(C)nn(C)c2C)cc1	100	24	103	102	0.6	99	5	97	99	x	0
O=C(Nc1ccc(S(=O)(=O)N2CCCC2)cc1Cl)C1=COCCO1	97	43	98	98	0.4	96	7	98	98	x	3
COc1ccc(-c2nn(-c3ccccc3)cc2/C=N/NS(=O)(=O)c2ccccc2)cc1	108	9	101	97	0.9	100	28	96	100	11	2

The results go on:
SMILES	Cdc42 wt GTP	GSH fluor	Rac1 wt GTP bind	Rab7 wt modul	ABCB1 inh	Rab2A wt mod	Avidin bead fluor	Rac1 act GTP bind	HRas wt GTP	Pf gametocyte	ABCG2 inh
Cc1cccc(C)c1OCc1nnc(SCC(=O)Nc2nccs2)n1-c1ccccc1	103	42	108	105	0.2	100	3	99	102	-1	15
O=C(NC(=S)Nc1ccc(S(=O)(=O)N2CCCCCC2)cc1)c1cccs1	102	18	102	103	-1.1	101	7	103	102	x	-4
CC(NC(=O)Cn1c(NCCO)nc2ccccc21)c1ccccc1 (stereo not drawn)	102	24	99	98	1.3	103	13	101	102	-49	4
Cc1cccc(C)c1-n1c(SCC(=O)Nc2ccc(C(=O)O)cc2)nnc1-c1cccc(S(=O)(=O)N(C)C)c1	98	74	98	102	-0.2	97	14	96	97	-11	1
O=C(NCC1CCCO1)C1CCCN(Cc2cnn(-c3ccccc3)c2-n2cccc2)C1 (stereo not drawn)	100	24	99	99	0.9	98	14	95	99	x	0
CC(=O)N1CCN(C(C)=O)C1c1ccccc1	103	28	102	100	0.5	102	17	101	103	-48	2
COc1cc([N+](=O)[O-])cc2cc(C(=O)NC(C)(C)C)c(=O)oc12	99	18	102	106	0.6	101	18	94	101	-3	17
CNC(=O)CSc1nc2c(c(=O)n(C)c(=O)n2C)n1Cc1ccc(C)cc1	100	33	104	98	0.2	100	11	97	101	29	11
O=C(NCc1ccco1)C1CCN(C(=O)c2cc3sccc3n2Cc2ccc(Cl)cc2)CC1	100	51	103	102	1.6	100	7	99	101	x	2
CCCCOC(=O)Nc1nnc(CCc2ccccc2)s1	96	11	96	93	0.6	95	16	95	96	x	4
CCOC(=O)Cc1nnc(NC(=O)c2cccc(OCC)c2)s1	104	71	103	101	1.0	106	9	100	105	3	3
Cc1cc(C)c(C#N)c(SCC(=O)c2cc(C)n(CCc3ccccc3)c2C)n1	105	30	102	96	0.6	104	11	101	104	x	5
C=CCOc1c(Br)cc(CNn2cn[nH]c2=S)cc1OC	95	11	95	100	-1.0	96	8	91	96	-18	-2
COc1ccc(NC(=O)CSc2nnc(-c3ccccc3)n2Cc2ccco2)c(OC)c1	103	38	104	97	2.6	100	7	99	101	-20	6
C=CCC1NCCc2c(Br)cccc21 (stereo not drawn)	97	17	99	104	0.1	97	9	92	98	7	1
COc1cccc(C(=O)C2CCCN(Cc3cn(CC(N)=O)c4ccccc34)C2)c1 (stereo not drawn)	98	11	102	100	0.3	100	13	98	100	10	0
CCCC(=O)NCCc1cc(OC)c(OC)cc1Br	105	12	105	100	1.0	101	12	101	101	2	23
CC(=O)c1ccc(OCC(=O)Nc2ccc3nc(C)sc3c2)cc1	98	24	97	98	-0.1	98	13	95	95	-29	0
CCCCNc1nc(C)c(C(C)=O)cc1C#N	95	14	96	94	0.7	98	8	94	97	23	20
Cc1noc(C)c1S(=O)(=O)N1CCC(C(=O)N2CCN(C3CCCC3)CC2)CC1	100	30	99	99	-0.6	97	14	94	97	x	7
COC(=O)c1ccc(COC(=O)c2ccc(N(C)C)cc2)cc1	97	37	103	101	0.5	100	13	97	98	x	51
Cc1ccc2c(C)cc(=S)[nH]c2c1	97	15	93	94	0.4	95	11	97	93	x	3
CCOC(=O)N/N=C(C)/C=C/c1ccccc1	101	12	103	100	0.4	99	10	99	99	x	17
O=C(NC1(C(F)(F)F)NC(=O)N(Cc2cccnc2)C1=O)c1ccc(F)cc1 (stereo not drawn)	105	20	104	93	0.2	103	6	102	103	2	0
Cc1ccc(SCCC(=O)Nc2ccc(Br)c(C)c2)cc1	97	8	95	96	0.8	93	5	93	94	18	25
COC(=O)c1nn(-c2ccccc2)c(Sc2ccc(OC)cc2)c1/C=N/O	104	28	109	104	4.3	104	15	100	102	x	16
NC(=O)Cn1cnc(-c2ccccc2)c1	98	25	101	99	0.2	98	30	98	99	23	8
CCOC(=O)CNC(=O)CSc1nc2cccnc2n1C1CCCCC1	96	52	100	99	0.8	99	12	97	100	x	4
S=C(NCc1ccc2[nH]c3c(c2c1)CCCC3)Nc1ccccc1	106	17	109	102	1.0	102	3	100	102	x	12
COc1cc(C(=O)N2CCC(NC(=O)C(Cc3ccccc3C)NC(C)=O)CC2)cc(OC)c1OC (stereo not drawn)	97	7	97	96	-0.1	98	15	100	98	x	0
O=C(CCNc1cccc(F)c1)c1cccc([N+](=O)[O-])c1	94	13	97	104	-1.1	100	8	95	96	17	-2
CCC1CCCCN1CCCNC(=O)c1ccc(N2CCOCC2)c(NS(=O)(=O)c2ccc(OC)cc2)c1 (stereo not drawn)	100	16	101	102	0.0	99	11	97	100	6	1
COc1ccc(CNC(=O)CSc2nnc(C)s2)cc1	98	22	99	97	0.3	97	6	98	97	21	0
Cc1ccc(CCN2CC(C(=O)O)CC2=O)cc1 (stereo not drawn)	95	31	90	94	1.7	91	13	91	94	x	9
Clc1ccc(Cn2ncc3c(N4CCOCC4)ncnc32)cc1	95	26	102	99	1.9	59*	11	98	97	-2	19
CCN(CC)S(=O)(=O)c1ccc(C(=O)NCc2n[nH]c(=S)n2-c2ccccc2OC)cc1	103	20	106	99	-0.2	101	35	99	104	x	-1
Cc1cc(C)cc(N(C(C)C(=O)NCCC2=CCCCC2)S(C)(=O)=O)c1 (stereo not drawn)	103	53	107	105	1.1	104	12	100	103	x	4
Fc1ccccc1CSc1nc2ncccc2[nH]1	102	29	105	101	0.0	103	11	101	103	x	-1
CCOc1ccccc1-n1nnnc1SCC(=O)NC(=O)Nc1ccc2c(c1)OCCO2	91	x	93	92	-1.0	92	3	89	91	x	-1
COc1ccc(/C=C2\SC(=O)N(CCNC(=O)CCS(=O)(=O)c3ccc(C)cc3)C2=O)cc1	104	10	104	102	-0.1	99	26	100	100	-3	-7
COc1cc(/C=N\Nc2cc(=O)n(C)c(=O)n2C)ccc1O	86	9	87	100	0.0	86	6	96	87	x	1
COc1ccc(C)cc1-n1nnnc1SC/C(O)=C(\C#N)c1nc2ccccc2[nH]1	93	13	94	97	-0.2	95	16	92	94	1	0
CC1(NC(=S)NCCO)CCS(=O)(=O)C1 (stereo not drawn)	102	18	101	102	-0.1	99	13	101	100	3	0
COc1ccc(NC(=O)N/C=C/c2ccc(Cl)cc2)cc1	95	11	93	93	-0.5	94	10	94	94	-9	0
O=[N+]([O-])c1ccc(N2CCCCC2)cc1N1CCOCC1	107	14	102	101	0.2	103	40	98	105	-1	1
O=C(CNC(=O)c1ccco1)OCC(=O)c1ccc(Cl)cc1Cl	u	10	u	u	0.2	u	10	u	u	2	0
CN(c1ccc(OCC(=O)OCC(=O)c2c(N)n(C)c(=O)n(C)c2=O)cc1)S(=O)(=O)c1ccc2ccccc2c1	95	7	95	95	-0.1	96	25	95	94	-5	1

Shown field by field: 2 of the compounds above.
O=[N+]([O-])c1ccc(N2CCCCC2)cc1N1CCOCC1
  Cdc42 wt GTP = 107	GSH fluor = 14	Rac1 wt GTP bind = 102	Rab7 wt modul = 101	ABCB1 inh = 0.2	Rab2A wt mod = 103	Avidin bead fluor = 40	Rac1 act GTP bind = 98	HRas wt GTP = 105	Pf gametocyte = -1	ABCG2 inh = 1

COc1ccc(NC(=O)N/C=C/c2ccc(Cl)cc2)cc1
  Cdc42 wt GTP = 95	GSH fluor = 11	Rac1 wt GTP bind = 93	Rab7 wt modul = 93	ABCB1 inh = -0.5	Rab2A wt mod = 94	Avidin bead fluor = 10	Rac1 act GTP bind = 94	HRas wt GTP = 94	Pf gametocyte = -9	ABCG2 inh = 0
